# Compound activity: PubChem, University of Kansas High Throughput Screening Laboratory
# mHTT CaM bind: disrupts binding of mutant huntingtin to calmodulin; P42858; AlphaScreen His-mHTT/GST-CaM binding, luminescence; inhibition, % at 15 µM; 3.6% of 190,000 active;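 also: 0% = both proteins with DMSO and 100% = one protein alone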
# Pf apPOL inh: Pf-apPOL DNA polymerase inhibition. Recombinant Pf-apPOL, molecular beacon fluorescence, 1.5 h. inhibition, % at 10 µM. 0.25% of 210,000 active. AID 1794808
# The depositor's hits bear a star; / = no result given; + = active, no number; & = joins results of further samples. Rule as the data show it: active = inhibition above about 50%; inactive = the rest.
SMILES,mHTT CaM bind,Pf apPOL inh
CN(C)C(=O)c1cc2c(s1)CCC(C(=O)NCc1ccc(F)cc1F)C2 (stereo not drawn),0.3,-1.5
Cc1ccc(NCN2C(=O)C3CC=C(Cl)CC3C2=O)cc1 (stereo not drawn),64.0*,-9.8
NC(=O)c1ccccc1NC(=O)C1CCN(c2ccc(-c3ccco3)nn2)CC1,14.4,-1.8
O=C(c1cccs1)N1CCN(c2nnnn2-c2ccccc2)CC1,-2.3,-5.4
COc1ccc(NC(=O)c2noc3c2CC(C(C)(C)C)CC3)cc1OC (stereo not drawn),-7.5,-1.8
COc1ccc2cc3cc(C(=O)Nc4ccc5c(c4)OCCO5)oc3nc2c1,4.0,8.0
CSc1ccc(OC(=O)Nc2ccccc2)cc1,/,-18.2
Cc1ccc(NC(=O)Nc2ccc3c(c2)N(S(C)(=O)=O)CC3)c(Cl)c1,-3.9,-2.6
CCCCCCCN(c1ccccc1)C1C[C@H]2CCCC(=O)N3CC[C@@H](C1)[C@@H]23 (stereo partly drawn),35.9,-6.3
O=C(CCCc1ccccc1)NCC1(O)CCCC1,-5.5,-3.0
COc1ccc(OC)c(NC(=O)c2c(NCc3cccnc3)sc3c2CCC3)c1,81.0*,-14.2&-7.3
Cc1ccc(CNC(=O)CN2CCCCC2c2nc(-c3cccc(F)c3)no2)cc1 (stereo not drawn),4.1,0.6
Cc1cc(C(=O)Nc2ccc(O)c(-c3nc4ccccc4o3)c2)ccc1[N+](=O)[O-],22.4,-2.4
O=C(Nc1ccc(Oc2cc(C(F)(F)F)cc(C(F)(F)F)c2)cc1)c1cccs1,/,0.4
CCOc1ccc(CC(=O)NCc2ccccc2)cc1OCC,10.4,-1.6
CC1=NN(c2ccccc2)C(=O)C1N=Nc1ccc([N+](=O)[O-])cc1 (stereo not drawn),/,-3.5
COc1ccc(/C=C2\N=C(c3cc(OC)cc(OC)c3)OC2=O)cc1,18.0,-5.0
CC(C)Cn1c(=O)c2c(ncn2Cc2ccccc2)n(-c2cccc(F)c2)c1=O,2.6,-1.5
NC(=O)C1CCN(C(=O)NC2CC(=O)N(c3ccc(Cl)cc3)C2)CC1 (stereo not drawn),-18.4,-5.5
COc1ccccc1/C=C1\N=C(c2ccc(F)cc2)OC1=O,-1.0,-2.5
CCCCC(=O)NC1CCN(c2nc3c(s2)c(C)nn3-c2ccc(F)cc2)CC1,-2.4,-2.7
O=C(c1ccco1)N1CCN(c2ncnc3scc(-c4ccccc4)c23)CC1,-0.9,-5.6
COc1ccc(C2C(C(N)=O)=C(C)Nc3nc(SCc4ccccc4F)nn32)cc1 (stereo not drawn),7.0,-5.1
Cc1ccc(N2C(=O)c3ccc(Br)cc3C2=O)c(Cl)c1,3.0,8.3
CCOc1ccc(NC(=O)N2CCn3c(C)ccc3C2C(C)C)cc1 (stereo not drawn),7.4,-4.2
O=C(Nc1ccc(S(=O)(=O)c2ccc(NC(=O)c3ccco3)cc2)cc1)c1ccco1,-0.5,-0.1
Cc1cccc(C)c1NC(=O)CNc1ccccc1,1.3,-1.3
O=C(NCCc1cccs1)c1coc(NC(=O)c2cnccn2)n1,31.8,-11.0
CC(Oc1ccc(Cl)cc1Cl)C(=O)Nc1ccccn1 (stereo not drawn),-27.0,-0.7
COc1nccnc1NC1CCN(C(=O)Cc2ccccc2)CC1,0.7,-4.3
CCCCN(C)S(=O)(=O)c1ccc2c(c1)CC(C)N2C(C)=O (stereo not drawn),-1.0,-2.8
Cc1cccc(NC(=O)CN2CCC(c3nc(-c4ccncc4)no3)CC2)c1,4.7,-5.8
O=C(NC1CCCC1)NC1CCN(C(=O)C2CCC2)C1 (stereo not drawn),3.8,5.0
O=C(O)CC1C(=O)NCCN1C1Cc2ccccc2C1 (stereo not drawn),4.6,8.1
CCc1cccc(NC(=O)Cn2nc3c(cc2=O)CCCC3)c1,-2.4,1.6
CC1CCCC(NC(=O)C2c3ccccc3C(=O)N2Cc2cccs2)C1C (stereo not drawn),13.0,4.4
Cc1cccc(N2CCN(C(=O)C3CC(=O)N(c4ccc(F)c(Cl)c4)C3)CC2)c1C (stereo not drawn),-7.2,-6.7
COc1ccccc1OCC(=O)Nc1ncc(Cc2ccccc2Cl)s1,2.0,2.2
Nc1ccccc1N=Cc1cc(Br)cc(Cl)c1O,66.0*,1.9
Cc1c(Cl)cccc1NC(=O)NCc1ccnc(N2CCSCC2)c1,6.8,-3.9

# As a short view, some entries already given:
SMILES,mHTT CaM bind,Pf apPOL inh
CCOc1ccc(NC(=O)N2CCn3c(C)ccc3C2C(C)C)cc1 (stereo not drawn),7.4,-4.2
O=C(Nc1ccc(S(=O)(=O)c2ccc(NC(=O)c3ccco3)cc2)cc1)c1ccco1,-0.5,-0.1
Cc1cccc(C)c1NC(=O)CNc1ccccc1,1.3,-1.3
O=C(NCCc1cccs1)c1coc(NC(=O)c2cnccn2)n1,31.8,-11.0
CC(Oc1ccc(Cl)cc1Cl)C(=O)Nc1ccccn1 (stereo not drawn),-27.0,-0.7
COc1nccnc1NC1CCN(C(=O)Cc2ccccc2)CC1,0.7,-4.3
CCCCN(C)S(=O)(=O)c1ccc2c(c1)CC(C)N2C(C)=O (stereo not drawn),-1.0,-2.8
Cc1cccc(NC(=O)CN2CCC(c3nc(-c4ccncc4)no3)CC2)c1,4.7,-5.8
O=C(NC1CCCC1)NC1CCN(C(=O)C2CCC2)C1 (stereo not drawn),3.8,5.0
O=C(O)CC1C(=O)NCCN1C1Cc2ccccc2C1 (stereo not drawn),4.6,8.1
CCc1cccc(NC(=O)Cn2nc3c(cc2=O)CCCC3)c1,-2.4,1.6
CC1CCCC(NC(=O)C2c3ccccc3C(=O)N2Cc2cccs2)C1C (stereo not drawn),13.0,4.4
Cc1cccc(N2CCN(C(=O)C3CC(=O)N(c4ccc(F)c(Cl)c4)C3)CC2)c1C (stereo not drawn),-7.2,-6.7
COc1ccccc1OCC(=O)Nc1ncc(Cc2ccccc2Cl)s1,2.0,2.2

# (continued)
SMILES,mHTT CaM bind,Pf apPOL inh
O=C(C1CC1)N1CCc2sc(S(=O)(=O)NCc3ccccc3F)cc2C1,-1.2,-0.7
COCCc1noc(COC2CCN(C(=O)c3ccccn3)CC2)n1,-4.3,-4.8
CCCNC(=O)CCC1CCN(c2cc(NCCC)ncn2)CC1,-1.2,-2.6
Cc1ccc(N2C(=O)C3C(c4cccc(Cl)c4)OC4(C(=O)c5ccccc5C4=O)C3C2=O)cc1 (stereo not drawn),-1.0,-6.3
COc1ccc(N2C(=O)CC(N3CCN(c4ccccn4)CC3)C2=O)cc1 (stereo not drawn),-1.4,-0.7
COCCN(CCOC)Cc1c(O)ccc2c1OC(=Cc1ccc(Cl)cc1)C2=O,23.2,-30.9
COc1ccc(C(=O)Nc2c(C)cccc2C)cc1Cl,-4.3,-8.4
O=C(O)C(=O)Nc1nc(-c2ccc3c(c2)OCCO3)cs1,-8.5,43.3
Cc1cccc(N2CCN(C(=O)c3ccc(Cl)cc3[N+](=O)[O-])CC2)c1C,-1.5,-5.7
CCc1ccc(CNC(=O)c2nnc3ccc(-c4ccccc4)nn23)cc1,15.6,1.8
Cc1cc(NC(c2cccc([N+](=O)[O-])c2)c2ccc3cccnc3c2O)no1 (stereo not drawn),100.0*,1.2
O=C1CSC(c2cn(-c3ccccc3)nc2-c2cccs2)N1Cc1ccccc1 (stereo not drawn),3.0,1.8
COC(=O)Nc1ccc(OC)cc1OC,22.0,-3.7
COCCNc1nc(SCc2ccccc2Cl)nc2ccccc12,58.0*,-3.7
COc1ccc(-c2cc(C(F)(F)F)n3nc(C(=O)N4CCOCC4)nc3n2)cc1,-2.0,-4.8
CC(C)CC(=O)N(CC(N)=O)CC(N)=O,-4.3,1.1
CC(NC=O)c1ccc2c(c1)OCCO2 (stereo not drawn),-1.6,-7.8
O=C(Nc1cc(-c2cccs2)no1)C1CC1,-2.0,-3.1
COc1cccc(NC(=O)c2cc(C(C)(C)C)n3nccc3n2)c1,-40.7,1.2
O=C(Nc1ncc(Cc2ccc(F)cc2)s1)C1CCCO1 (stereo not drawn),-0.1,7.0
O=C(c1ccc(F)cc1)n1cc(Cl)cn1,2.6,-3.2
O=C(NCCC(c1ccccc1)c1ccccc1)C(=O)Nc1ccncc1,-0.9,-3.3
O=C(O)CSc1ccc(C(F)(F)F)cn1,/,-12.6&0.7
CC(C)(C)OC(=O)N1CCNC(=O)C1CC(=O)OCC1CCCO1 (stereo not drawn),0.6&-5.4,-4.6&-4.6
S=C(NN=Cc1cccnc1)NC1CC2CC1C1C=CCC21 (stereo not drawn),/,-11.6
Cc1nc(-c2ccc(Cl)cc2)sc1-c1ccnc(SCC(=O)Nc2ccc3c(c2)OCO3)n1,/,-3.6
CC(=O)N1CCN(Cc2c(-c3ccc(F)cc3)nc3sc(C)cn23)CC1,36.5,-4.2
CCc1cccc(NC(=O)N2CCc3nc4cc(-c5ccccc5)[nH]n4c(=O)c3C2)c1,-6.7,-5.1
O=C(NCC(c1cccs1)N1CCOCC1)C(=O)Nc1ccccc1[N+](=O)[O-] (stereo not drawn),-10.3,-5.7
O=[N+]([O-])c1ccc(SC2N=C3CC=CC=C3S2)c([N+](=O)[O-])c1 (stereo not drawn),7.8,/
Cc1ccc(S(=O)(=O)N(CC(=O)O)c2cccc(Br)c2)cc1,4.0,-2.6
Cc1cc(S(=O)(=O)NNc2ncnc3cc(C(C)(C)C)sc23)c(C)cc1Cl,/,-4.2&-15.0
Cc1nc(-c2ccccc2)sc1C(=O)N1CCC(CC(=O)NC2CCCC2)CC1,13.3,-4.2
CC(C)N(C)C(=O)c1ccccc1N1CCC(NC(=O)c2ccc(F)cc2F)CC1,6.5,-11.7
COc1ccc(C(=O)Nc2cc([N+](=O)[O-])ccc2C)cc1,5.1,-0.1
CC(C)C(C(=O)Nc1ccccc1C(F)(F)F)N1C(=O)c2ccccc2C1=O (stereo not drawn),1.0,-0.1
COc1ccc(NC(=O)C2(C)Oc3cccnc3NC2=O)c(OC)c1 (stereo not drawn),-1.7,-2.5
CCOC1c2ccccc2NC(c2ccccc2)C1(C)C (stereo not drawn),21.0,-2.7
O=C(NCc1ccccn1)c1ccc([N+](=O)[O-])cc1Cl,-0.7,0.3
Cc1noc(-c2nn(C)c3c2CN(C(=O)COc2ccc(Cl)cc2)CC3)n1,-0.3,-1.9
COc1ccc(CNC(=O)Nc2nc3ccc(SC)cc3s2)cc1OC,-6.6,-4.6
COc1ccc(Cl)cc1NC(=O)CSc1nc2c(c(=O)n1C)SC(C)C2 (stereo not drawn),4.0,2.1
O=C(CSc1ccc(Cl)cc1)Nc1ccccc1N1CCOCC1,-3.5,0.4
CCN1c2cc(C(=O)NCc3ccc(Cl)cc3)ccc2C(=O)N2CCCCC21 (stereo not drawn),-32.2,-7.8
COc1ccccc1C(=O)O/N=C1\C=C(C(C)C)C(=O)C=C1C,+,-4.9
Cc1ccccc1-n1[nH]c(C)c(C=Nc2ccc(O)cc2)c1=O,17.0,6.3
O=C(Nc1ccccc1Cl)NC1CCN(c2ccccc2)C1=O (stereo not drawn),-10.6,-0.9
C=CCn1c(=O)[nH]c2cc(C(=O)NCCc3ccc(OC)c(OC)c3)ccc2c1=O,-5.0,-0.9
C=CCSc1nnc2c(n1)OC(c1ccc(O)c(OC)c1)Nc1ccccc1-2 (stereo not drawn),-8.0,-4.2
O=C(c1ccc(N2CCNC(c3ccccc3)C2)nc1)N1CCCN(c2ncccn2)CC1 (stereo not drawn),4.3,-5.2
# (list continues)
SMILES,mHTT CaM bind,Pf apPOL inh
CC(CNC(=O)C(=O)Nc1cccc(Cl)c1Cl)c1ccccc1 (stereo not drawn),-9.2,-5.3
COc1ccc(/C=C(\C#N)c2nc(-c3ccc(Br)cc3)cs2)cc1OC,-6.8,-2.1
CN(C)CCN(C)Cc1ccccc1,-2.0,-3.9
O=C(Nc1nnc(-c2ccc3c(c2)OCO3)s1)c1ccco1,0.0,-4.3
Cn1c(=O)n(CC2CCCO2)c2cncnc21 (stereo not drawn),-3.2,-2.2
O=[N+]([O-])c1ccc(N2CCCC(CO)C2)nc1 (stereo not drawn),0.9,-5.9
COc1ccccc1CC(=O)N1CCCC1c1ccc(C)cc1 (stereo not drawn),-4.5,-1.7
Cc1ccccc1CNC(=O)CN(c1cccc([N+](=O)[O-])c1)S(C)(=O)=O,2.8,2.1
Cl/C=C/COc1ccc(Cl)cc1,-4.0,/
CC(C)(C)NS(=O)(=O)c1ccc(NC(=O)c2ccco2)cc1,-6.6,-1.5
CCCC(=O)N1CC2(C)CN(C(=O)CCC)CC(CCC)(C1)C2=O,-4.0,0.5
COc1cccc(OC)c1C(=O)N1CCCC1c1cc(C)on1 (stereo not drawn),-4.2,5.4
CCC1C(=O)C2(CCCCC2)C(=O)OC1c1ccc(Cl)cc1 (stereo not drawn),-30.0,-2.2
COc1ccccc1NC(=O)N1CCc2nc(-c3ccc(Cl)cc3)ncc2C1,3.6,-1.6
Cn1nc(CO)c2c1CCN(C(=O)c1ccc(C#N)cc1)C2,2.7,-8.9
COc1ccc(CC(=O)N2CCC(Nc3cccnc3)C2)cc1OC (stereo not drawn),0.8,0.0
CS(=O)(=O)C(C#N)=CNc1cnccn1,/,-8.4
CCCC1CCC(c2ccc(C(=O)Oc3ccc(C)nc3)cc2)CC1 (stereo not drawn),-10.6,1.3
COc1cc(C2Oc3ccccc3C3CC(c4ccccc4)=NN32)cc(OC)c1OC (stereo not drawn),-4.6,/
COc1ccccc1CNC(=O)c1ccc2ncnc(N3CCCC3)c2c1,-7.6,-0.2
Cc1ccc(C23CC4CC(CC(C(=O)NC5CCCCC5)(C4)C2)C3)cc1,-22.5,-7.2
O=C(Nc1ccc(F)cc1)C1CC(=O)N(c2ccccc2)C1 (stereo not drawn),-8.0,-9.6
CCOC(=O)c1oc2cc(O)ccc2c(=O)c1-c1ccc(OC)cc1,-3.6,-1.8
O=C(Nc1ccc(S(=O)(=O)Nc2ncccn2)cc1)c1cnc2n(c1=O)CCS2,3.0,-1.8
